# Bioassay records as filed in PubChem.
# ARNT-TACC3 inh – disruptors of human ARNT/TACC3 interaction; Q9Y6A5; AlphaScreen His-ARNT PAS-B/GST-TACC3 binding, luminescence; TACC3 fragment carries E629A point mutation; inhibition, % at 9.99 µM; hit rate 0.66% among 390,000;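 active = mean inhibition of replicates at least 50% and at least half of replicates each reaching 50%; inconclusive = half or more replicates reach 50% but mean below 50%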;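 also: 0% = complete ARNT plus TACC3 wells and 100% = ARNT alone without TACC3; many hits fall short of the cut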
# ERp5 block – ERp5 (human) disulfide isomerase inhibition; Q15084; ERp5 insulin aggregation, absorbance 650 nm, 90 min; inhibition, % at 9.99 µM; hit rate 0.05% among 350,000;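 active = mean replicate inhibition above about 25%, with every replicate also reaching it, limit read from the data, passing the limit was not always enough; inconclusive = only one of those two criteria met; inactive = neither criterion met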
# Target sequence (Q15084 whole entry, looked up): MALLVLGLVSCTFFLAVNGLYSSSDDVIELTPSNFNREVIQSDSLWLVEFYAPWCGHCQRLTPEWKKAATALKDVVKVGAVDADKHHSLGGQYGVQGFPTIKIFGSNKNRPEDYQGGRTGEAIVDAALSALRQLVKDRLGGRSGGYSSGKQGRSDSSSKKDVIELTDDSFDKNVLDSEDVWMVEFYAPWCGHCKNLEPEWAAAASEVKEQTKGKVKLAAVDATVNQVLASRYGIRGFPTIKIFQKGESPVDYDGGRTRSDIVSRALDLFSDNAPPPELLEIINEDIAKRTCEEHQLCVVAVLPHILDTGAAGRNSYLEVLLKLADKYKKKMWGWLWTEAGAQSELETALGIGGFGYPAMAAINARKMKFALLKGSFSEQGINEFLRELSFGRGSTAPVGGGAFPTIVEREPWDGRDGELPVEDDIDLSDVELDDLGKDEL
# GSIS activator – GLuc luminescence reporter in INS-1E cells, primary screen for activators of glucose-dependent secretion of insulin | INS-1E GLuc reporter insulin secretion, 2-3 h | activation, % at 16.6 µM | hit rate 0.61% among 370,000;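 active = lowest replicate activation of at least 40%, so every replicate reaches that level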;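 also: 0% = median of neutral control wells and 100% = median of IBMX positive control wells; some compounds called inactive have numbers as strong as hits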
# DENV2 CPE rescue – inhibitors of DENV2 cytopathic effect; CPE inhibition, % at 9.99 µM; AID 651640; hit rate 1.7% among 350,000; DENV2-infected cells, cytopathic effect rescue, plate reader; in the data active = CPE inhibition above about 20%, passing the limit was not always enough; inconclusive = no clear call, values can overlap the other calls; tested in BHK-21 cells;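 also: 0% = median of neutral control wells and 100% = median of positive control wells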
# EWS-Fli inh – inhibitors of EWS/Fli oncoprotein transcriptional activity | A673 NR0B1-luciferase reporter, viability-normalised | inhibition, % at 12.6 µM | hit rate 0.67% among 350,000 | AID 651661;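 active = mean inhibition of at least 50% after viability correction, with every replicate also passing that limit; inconclusive = mean reaches 50% but only one of two replicates passes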;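 also: firefly luciferase signal divided by Alamar Blue viability fluorescence both relative to DMSO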
# XiGFP reactiv – X-chromosome reactivation activator. XiGFP mouse fibroblasts, % GFP-positive cells imaging, 3 d; cells co-treated with 5-aza-dC sensitizer; scaled so ellipticine positive control = 100%. activation, % at 7.58 µM. hit rate 0.055% among 360,000;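 active = mean normalized replicate activation at least 10% and every replicate at or above 10%; inconclusive = only one of the two criteria met; inactive = mean below 10% and not all replicates reach 10%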;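 also: 0% = median of on-plate neutral control wells and 100% = ellipticine 6 µM median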
#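 Material: SV40-immortalized XiGFP fibroblast cells, line 68-5-11 | Buffer or medium: DMEM containing 5-aza-dC | Dosing: One concentration, pinned | Times: 3 d treatment, 15 min room-temperature fixation | Controls: Ellipticine 6 µM positive control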
# PAX8 reporter – lowers PAX8-driven luciferase in RMG-I cells; RMG-I TPO-luciferase reporter, SteadyGlo, 24 h; inhibition, % at 12.6 µM; hit rate 1.2% among 360,000;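 active = mean replicate inhibition at least 60% with every replicate also reaching 60%; inconclusive = only one of the two criteria is met; inactive = mean below 60% and not all replicates reaching 60%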;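 also: luciferase light reporting Pax8 driven TPO promoter activity; plate controls were median of neutral control wells for no effect and mitoxantrone controls for full effect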
# F508del corr – CFTR F508del correction in bronchial cells. activity (quench increase), % at 7.58 µM. hit rate 0.36% among 350,000. AID 720511. CFBE cells, YFP halide quenching; stimulated with forskolin plus potentiator P3; % fluorescence drop versus neutral controls;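 active = mean added fluorescence quench of at least 8% versus neutral control, with both replicates also reaching 8%; inconclusive = only one of the mean or replicate conditions met; inactive = mean below 8% and not both replicates reaching 8%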;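 also: cells transiently co-express mutant CFTR-F508del with the halide-sensitive YFP; corrector assay measuring rescue of mutant channel to the surface after 24 h compound exposure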
# An asterisk follows results filed as active; ? = inconclusive; · = no result given; & = joins results of further samples. Rows were taken by chance; any-hit rate near 4.2%.
# A first look:
SMILES,ARNT-TACC3 inh,ERp5 block,GSIS activator,DENV2 CPE rescue,EWS-Fli inh,XiGFP reactiv,PAX8 reporter,F508del corr
CC(C)NC(=O)N1CC[C@@H]2[C@H]1c1cc(C#Cc3ccccc3)ccc1N(C)[C@@H]2CO,6,·,10,·,-6,0.2,-21,2.6
CCC(C(=O)NCCCN1CCN(CC)CC1)n1nc(C)n2c(cc3occc32)c1=O (configuration not stated),·,-2,8,-2,·,0.1,-20,-1.2
Cc1nnc(SCC(=O)Nc2cccc(Cl)c2)n1CC1CCCO1 (configuration not stated),-5,-4,11,-2,-2,0.0,9,1.2
CCOc1cc(/C=C/C(=O)O)ccc1OCCOc1ccc(F)cc1,-12,-11,1,-1,0,0.3,-10,-3.4
CCOC(=O)C(=NCCCN(C)C)NNc1cc(C(F)(F)F)ccc1Cl,-2,1,6,-1,11,0.0,15,-1.8
COc1ccc(Cl)cc1-c1nc(SCC(=O)NC2CC2)n[nH]1,-3,-1,3,·,6,0.2,33,-3.9
Cc1cccc(C)c1NS(=O)(=O)c1ccc2c(c1)NC(=O)CO2,-3,0,10,0,8,0.0,14,0.2
COc1cccc(NC(=O)NC2(C(=O)N3CCN(C)CC3)CCCCC2)c1,-1,1,9,-7,-4,0.1,-12,0.5
COC(=O)c1cn(C(=O)c2cccc(Br)c2)c2ccccc12,4,2,-4,1,-3,0.0,-15,2.3
C[C@@H]1CCCCO[C@H](CN(C)C(=O)Nc2ccc3c(c2)OCO3)[C@H](C)CN([C@@H](C)CO)C(=O)c2cc(NS(=O)(=O)c3ccc(F)cc3)ccc2O1,0,·,-11,-8,-7,0.1,0,2.3
C/C=C/c1ccc([C@H]2[C@@H](CO)N[C@@H]2CNC(=O)C2CC2)cc1,·,4,9,-2,·,0.3,·,0.7
Cc1ccc(-c2c(C(=O)N/N=C/C3CCCCC3)nnn2-c2nonc2N)cc1,-4,-4,-5,?,1,0.0,-20,-0.2

# All compounds of this part, from the start:
SMILES,ARNT-TACC3 inh,ERp5 block,GSIS activator,DENV2 CPE rescue,EWS-Fli inh,XiGFP reactiv,PAX8 reporter,F508del corr
CC(C)NC(=O)N1CC[C@@H]2[C@H]1c1cc(C#Cc3ccccc3)ccc1N(C)[C@@H]2CO,6,·,10,·,-6,0.2,-21,2.6
CCC(C(=O)NCCCN1CCN(CC)CC1)n1nc(C)n2c(cc3occc32)c1=O (configuration not stated),·,-2,8,-2,·,0.1,-20,-1.2
Cc1nnc(SCC(=O)Nc2cccc(Cl)c2)n1CC1CCCO1 (configuration not stated),-5,-4,11,-2,-2,0.0,9,1.2
CCOc1cc(/C=C/C(=O)O)ccc1OCCOc1ccc(F)cc1,-12,-11,1,-1,0,0.3,-10,-3.4
CCOC(=O)C(=NCCCN(C)C)NNc1cc(C(F)(F)F)ccc1Cl,-2,1,6,-1,11,0.0,15,-1.8
COc1ccc(Cl)cc1-c1nc(SCC(=O)NC2CC2)n[nH]1,-3,-1,3,·,6,0.2,33,-3.9
Cc1cccc(C)c1NS(=O)(=O)c1ccc2c(c1)NC(=O)CO2,-3,0,10,0,8,0.0,14,0.2
COc1cccc(NC(=O)NC2(C(=O)N3CCN(C)CC3)CCCCC2)c1,-1,1,9,-7,-4,0.1,-12,0.5
COC(=O)c1cn(C(=O)c2cccc(Br)c2)c2ccccc12,4,2,-4,1,-3,0.0,-15,2.3
C[C@@H]1CCCCO[C@H](CN(C)C(=O)Nc2ccc3c(c2)OCO3)[C@H](C)CN([C@@H](C)CO)C(=O)c2cc(NS(=O)(=O)c3ccc(F)cc3)ccc2O1,0,·,-11,-8,-7,0.1,0,2.3
C/C=C/c1ccc([C@H]2[C@@H](CO)N[C@@H]2CNC(=O)C2CC2)cc1,·,4,9,-2,·,0.3,·,0.7
Cc1ccc(-c2c(C(=O)N/N=C/C3CCCCC3)nnn2-c2nonc2N)cc1,-4,-4,-5,?,1,0.0,-20,-0.2
CC(Sc1nnc(C(F)(F)F)n1C)C(=O)Nc1ccc(N2CCOCC2)cc1 (configuration not stated),-6,4,1,13,2,0.0,-9,-1.0
O=C(NC1CC1)c1ccc(NC(=O)C2CCC2)cc1,-3,-8,·,1,-9,0.2,4,-2.3
C[C@H](CO)N1C[C@H](C)[C@H](CN(C)Cc2ccncc2)Oc2ccc(NC(=O)CCN3CCOCC3)cc2CC1=O,0,2,4,-1,·,-1.3,-4,0.1
Cc1cc(NC(=O)CSc2nccn2-c2ccc([N+](=O)[O-])cc2)no1,-6,2,17,-1,-6,0.1,-7,1.5
C[C@@H]1CCCCO[C@H](CN(C)C(=O)NC2CCCCC2)[C@@H](C)CN([C@@H](C)CO)C(=O)c2cc(NS(C)(=O)=O)ccc2O1,-2,·,2,-7,4,0.0,-13,-3.4
CO[C@@H](CN(C)C(=O)c1ccccc1F)[C@H](C)CN([C@H](C)CO)S(=O)(=O)c1ccccc1,-11,-3,15,-2,18,0.4,·,3.3
COc1ccc(C(=O)OCC(=O)Nc2sccc2C(N)=O)cc1OC,-4,1,32,-5,-18,-0.1,-10,0.1
O=C(Nc1cccc(F)c1)N1CCCCN2[C@@H](CO)[C@@H](c3ccc(C#CC4CC4)cc3)[C@@H]2C1,4,-3,-10,0,?,0.2,6,-0.9
Cc1ccc(C(=O)CSc2nnc(-c3snnc3C)n2C2CC2)cc1,-4,-1,·,0,-2,0.0,-5,1.4
O=C(Nc1ccc2c(c1)OCO2)N1[C@@H]2CNC[C@H]1C2c1ccc(-c2cccnc2)cc1 (some centres not stated),·,2&6,9&-9,-4&2,0&9,0.0&0.0,-18&-3,0.3&-1.8
C[C@H]1CN([C@@H](C)CO)S(=O)(=O)c2ccc(-c3cccnc3)cc2O[C@H]1CN(C)C,1,-3,22,7,-20,0.0,·,4.7
Cc1ncc(NS(=O)(=O)c2ccc(N)cc2)nc1C,-6,-1,21,16,-4,-0.1,-2,-0.8
COc1ccc(CN2CCNC(=O)C2CC(=O)NC2CCCCCCC2)cc1OC (configuration not stated),2,-4,2,-3,4,0.0,1,-1.2
Cc1ccc(/C=N/NC(=O)COc2ccccc2-c2ccccc2)cc1,-1,·,267*,·,·,1.7,88*,·
COCc1nnc(SCC(=O)NCc2ccccc2)n1-c1ccccc1,1,0,10,3,-1,·,·,-2.1
CCc1ccc(CN2CCC(Oc3ccc(C(=O)NCc4ccccn4)cc3)CC2)o1,7,0,-2,-1,·,0.1,40,1.6
CCC(=O)N1C[C@H](C)[C@@H](OC)CN(C)C(=O)c2ccc(NC(=O)Nc3cccc(F)c3)cc2OC[C@H]1C,12,-2,-3,-7,-3,0.0,·,0.7
Cc1ccc(S(=O)(=O)N[C@H]2C=C[C@H](CC(=O)NCc3ccccc3F)O[C@H]2CO)cc1,0,-2,-10,9,1,-0.3,2,0.4
COc1ccc(CN(C)C[C@@H]2Oc3c(NS(=O)(=O)c4ccccc4)cccc3C(=O)N([C@H](C)CO)C[C@H]2C)cc1,1,-1,26,-2,-2,-0.1,·,1.1
CCOc1ccc(CN(C)C(=O)c2cccnc2OCC)cc1OC,4,1,15,4,8,0.0,-1,-1.0
O=C(CSc1nc(-c2ccccc2F)nc2nc[nH]c12)Nc1c(Cl)cc(Cl)cc1Cl,·,4,·,-2,7,0.2,-34,·
COC(=O)c1sc2ccccc2c1NC(=O)c1cccs1,-3,-2,58*,2,5,·,·,0.1
CCOC(=O)/C(C#N)=C1\C(=O)N(Cc2ccccc2)c2ccccc21,-9,·,·,3,40,0.1,-31,0.9
O=C(Cc1ccccc1)Nc1ccc(C(=O)Nc2ccc(O)cc2)cc1,5,-2,9,0,·,-0.1,-5,-3.1
Nc1cc(Cl)ccc1C(=O)OCC(=O)NCc1cccs1,-6,-9,-5,2,-26,0.2,-37,-0.5
COc1ccc(NC(=O)CNC(=O)c2ccc([N+](=O)[O-])cc2)cc1,-9,1,8,·,-1,·,-8,-3.4
O=C(Nc1ccc2c(c1)[C@H]1C[C@H](CC(=O)N3CCCCC3)O[C@@H](CO)[C@H]1O2)C1CCC1,-9,-3,6,-10,2,0.4,-5,2.2
N#Cc1ccc(C(=O)NNC(=O)c2ccncc2)cc1,-2,1,9,2,5,0.1,-7,-1.1
CCN(CC)S(=O)(=O)c1ccc(C(=O)N2CCN(C3=NS(=O)(=O)c4ccccc43)CC2)cc1,1,3,32,0,17,0.2,31,-1.1
Cc1[nH]c2c(C)cccc2c1CN1CCC(CO)(Cc2ccccc2)CC1,3,5,-35,1,14,0.0,11,4.1
COc1ccc(Nc2nc(C)cc(C)c2C#N)cc1OC,·,3,14,?,-12,0.6,15,3.7
CN(CC(=O)Nc1ccc(F)cc1Cl)Cc1cccs1,-2,-2,-5,-2,-123,0.1,-23,1.0
COc1ccc(CCN2CCCC(CN(C)Cc3cc(Cl)c(O)c(OC)c3)C2)cc1 (configuration not stated),5,-2,-11,11,5,0.1,3,-0.2
Cc1cccc(-c2oc3ccccc3c2C#CCCO)c1,-6,-4,24,-6,1,0.0,-15,-4.5
CN(C)C(=O)N1CCC(C(=O)N2CCCC(C(=O)c3cccc4ccccc34)C2)CC1 (configuration not stated),2,-2,-23,-8,-5,0.0,-7,1.7
COc1ccc(OCC(=O)N/N=C/c2ccsc2)cc1,25,·,-15,·,3,0.0,-13,-1.6
C[C@@H]1CN([C@H](C)CO)C(=O)Cc2cc(NS(=O)(=O)c3cccs3)ccc2O[C@H]1CN(C)C(=O)Nc1ccc(F)cc1,-1,-4,10,-7,13,0.2,3,-0.5
CC(=O)c1ccc(OCCCC(=O)NC2CCCCC2C)cc1 (configuration not stated),-16,-2,21,3,3,0.1,-32,-0.2
Cn1cccc1C(=O)NC(=O)COC(=O)c1ccc(S(C)(=O)=O)cc1,-15,-2,12,1,1,0.1,6,-4.3
CC(=O)N1CCN(c2ncnc3sc(-c4ccccc4)cc23)CC1,-5,1,21,-10,8,-0.1,14,-2.9
O=[N+]([O-])c1ccc(C[n+]2ccc(Cc3ccccc3)cc2)cc1,9,-6,12,·,8,7.1,7,3.2
Cc1ccc(CC2CC(=O)N(C(Cc3ccccc3)C(=O)O)C2=O)cc1 (configuration not stated),0,-2,0,0,2,0.0,8,-0.2
COc1ccc2[nH]cc(C(=O)CN3CCCC(C)(C)C3)c2c1,0,3,-12,2,9,0.1,0,-3.2
